Redox H2O2 prof = compounds producing H2O2 with reducing agent – biochemical, NIH compound library profiling, artefact control for MLSCN library redox annotation, primary screen; DTT-dependent redox cycling H2O2, phenol red/HRP absorbance; 100% = 100 µM peroxide control, 0% = buffer; AID 878; hit rate 0.03% among 200,000; activation, % at 10 µM;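 active means activation of at least 50% relative to the plate's high and low controls in the primary single-dose screen; inactive means activation below 50%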;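 further: compound incubated with DTT at 0.8 mM final as the reducing agent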
RAM network inh = yeast RAM network inhibition; S. cerevisiae dse1pr::URA3 reporter, 5-FOA growth OD615, 2 d; analog-sensitive cbk1-as2 kinase mutant strain; hit rate 1.8% among 190,000; inhibition, % at 50 µM;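 active means inhibition above a set limit, 3 SD over mean compound inhibition, cut at about 8.4% in these data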;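 further: 0% = DMSO-only wells with no growth and 100% = 10 µM 1-NA-PP1 full growth; inhibition rescues growth on 5-FOA so higher OD means more RAM inhibition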
L major viab = reduces viability of Leishmania major promastigotes; resazurin fluorescence viability; inhibition, % at 10 µM; hit rate 9% among 200,000; AID 1063; in the data active means inhibition above about 50%;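 further: promastigotes grown with compound for 44 hours at 28 °C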
TNAP inh hi DEA = blocks human TNAP under high phosphate acceptor concentration; P05186; purified TNAP, CDP-star luminescence, 1 M DEA; inhibition, % at 20 µM; hit rate 0.03% among 200,000;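 active means over 50% inhibition of tissue-nonspecific alkaline phosphatase at 20 µM in the single-dose screen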;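 further: plate controls were DMSO wells for no effect and EDTA-quenched wells as full inhibition for full effect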
Target sequence (P05186 whole entry, looked up): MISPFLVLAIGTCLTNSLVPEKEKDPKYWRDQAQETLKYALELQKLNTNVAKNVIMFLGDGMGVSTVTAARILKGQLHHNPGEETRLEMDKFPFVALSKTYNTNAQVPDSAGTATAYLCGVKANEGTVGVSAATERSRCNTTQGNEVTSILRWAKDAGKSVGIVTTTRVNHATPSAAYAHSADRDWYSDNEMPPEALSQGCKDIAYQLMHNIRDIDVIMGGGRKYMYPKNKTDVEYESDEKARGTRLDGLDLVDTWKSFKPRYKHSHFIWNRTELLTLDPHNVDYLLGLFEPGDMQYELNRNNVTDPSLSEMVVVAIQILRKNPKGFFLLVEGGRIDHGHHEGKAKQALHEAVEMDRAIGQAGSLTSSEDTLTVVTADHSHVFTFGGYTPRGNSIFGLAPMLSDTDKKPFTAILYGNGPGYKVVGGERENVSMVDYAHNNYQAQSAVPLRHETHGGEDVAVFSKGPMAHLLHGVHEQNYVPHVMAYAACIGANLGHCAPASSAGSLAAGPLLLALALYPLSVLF
PMI activator = activators of human phosphomannose isomerase | hit rate 0.005% among 190,000 | AID 1214 | activation factor at 20 µM | purified human PMI, coupled resazurin fluorescence, 20 min; active compounds read high; 1 = vehicle control, 0 substrate-free wells | P34949;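 active means activation factor of 2 or more at 20 µM, relative to plate controls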
Target sequence (P34949 whole entry, looked up): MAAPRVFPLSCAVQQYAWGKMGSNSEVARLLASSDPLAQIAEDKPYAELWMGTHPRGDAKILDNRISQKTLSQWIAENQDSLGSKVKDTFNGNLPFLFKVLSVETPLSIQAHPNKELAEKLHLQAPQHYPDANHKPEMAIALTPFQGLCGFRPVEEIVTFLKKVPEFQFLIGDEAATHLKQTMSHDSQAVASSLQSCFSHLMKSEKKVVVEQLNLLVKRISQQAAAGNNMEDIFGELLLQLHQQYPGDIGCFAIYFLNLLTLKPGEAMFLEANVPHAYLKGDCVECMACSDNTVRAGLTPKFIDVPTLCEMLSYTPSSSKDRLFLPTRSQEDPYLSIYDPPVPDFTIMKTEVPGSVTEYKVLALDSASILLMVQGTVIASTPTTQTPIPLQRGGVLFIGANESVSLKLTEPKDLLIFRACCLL
S1P3 antagonist = antagonists of human S1P3 receptor. CHO S1P3 NFAT-BLA reporter, FRET fluorescence, antagonist mode. inhibition, % at 4.98 µM. hit rate 0.27% among 170,000. AID 485;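 active means inhibition above the plate cutoff, the mean inhibition of test wells on that plate plus 3 SD, cut at about 28% in these data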;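 further: cells challenged with S1P at its EC80 of 0.8 µM; blue over green emission ratio from cleaved BLA substrate after 4 h stimulation; 0% = S1P-stimulated wells and 100% = unstimulated DMSO-only wells; some compounds past the cut are filed as inactive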
PMI act satM6P = activators of human phosphomannose isomerase at near-saturating mannose 6-phosphate; P34949; coupled PMI enzyme assay, resazurin fluorescence, 20 min; active compounds read high; 1 = untreated enzyme, 0 = substrate-free blank; activation factor at 20 µM; hit rate 0.34% among 190,000;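 active means activation factor of 2 or more at 20 µM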
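assay system = human phosphomannose isomerase with PGI, G6PDH, diaphorase coupling enzymes | quantity = 15 ng/mL PMI | incubation = enzyme reaction with compound 20 min at room temperature | medium = HEPES pH 7.4 buffer with MgCl2 and Tween-20 | compound dosing = one concentration, 20 µM, in 1% DMSO | measured by = Diaphorase-driven resazurin-to-resorufin fluorescence, excitation 544, emission 590 nm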
Hsp70 activator = switches on Hsp70 transcription. HeLa Hsp70 promoter luciferase reporter, luminescence; scaled: vehicle 0, proteasome-inhibitor control 100%. hit rate 0.04% among 200,000. activation, % at 10 µM. AID 1203;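 active means activation above the mean across all tested compounds plus 3 SD, cutoff set per campaign, cut at about 5.5% in these data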;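 further: 100% = MG132 at 30 µM as the positive control and 0% = DMSO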
TNAP inh noacc = inhibitors of human TNAP without phosphate acceptor; P05186; purified TNAP, CDP-star luminescence, 30 min; inhibition, % at 20 µM; hit rate 0.26% among 200,000;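 active means tissue-nonspecific alkaline phosphatase inhibition above about 50% at 20 µM in the single-dose screen, limit read from the data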;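 further: 0% = DMSO negative control and 100% = EDTA positive control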
Efa HMGR inh = inhibitors of class II HMG-CoA reductase from Enterococcus faecalis; purified E. faecalis HMGR, NADPH absorbance 340 nm kinetic; inhibition, % at 10 µM; hit rate 0.41% among 190,000; AID 1066;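 active means inhibition above a set limit, the median over all tested compounds plus 3 SD, cut at about 9.5% in these data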;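 further: enzyme runs in reverse so mevalonate oxidation gives rising NADPH absorbance; 0% = complete reaction with DMSO and 100% = background rate lacking mevalonate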
Active calls of the source: *; . = no result given. Hits appear at their usual frequency; any-hit rate near 12%.

SMILES	Redox H2O2 prof	RAM network inh	L major viab	TNAP inh hi DEA	PMI activator	S1P3 antagonist	PMI act satM6P	Hsp70 activator	TNAP inh noacc	Efa HMGR inh
CCOc1ccc(NC(=O)Cn2c(=O)n(CC3CCCO3)c(=O)c3ccccc32)cc1 (stereo unspecified)	-0.4	1.5	2	-2	1.1	-9	1	-0.1	-12	-5
C=CCN(CC=C)S(=O)(=O)c1ccc(NC(=S)NC(=O)/C=C/c2ccccc2)cc1	-2.4	10*	-8	0	0.9	.	0.9	-0.1	0	-3
Fc1ccccc1CSc1nnc(-c2cccs2)o1	1.7	0.4	-2	-6	1.1	9	0.9	0.3	-13	-8
COc1cc(-c2nnc(SCc3cc(=O)oc4cc(C)ccc34)o2)cc(OC)c1OC	2.2	0.6	22	-5	0.9	-7	0.8	-0.3	-2	-7
Cc1[nH]n(-c2ccccc2)c(=O)c1/C=N/O	0.1	0.4	-2	1	1	.	0.9	-0.1	-8	-1
COc1ccc(CN2CCN(CC=C(C)C)C(CCO)C2)cc1Cn1cncn1 (stereo unspecified)	-1.7	1.9	-2	-3	0.9	-17	0.9	-0.2	-5	-3
O=c1c2sc3nc(N4CCOCC4)c4c(c3c2ncn1CCc1ccccc1)CCCC4	3.0	1.8	74*	0	0.9	.	0.9	-0.3	0	-2
COC(=O)c1cc2nc(-c3ccc(OC)c(OC)c3)cc(C(F)(F)F)n2n1	-0.1	-0.6	3	-6	1	-47	1	-0.4	-14	-3
Cn1c(Cc2ccccc2)nnc1SCC(=O)Nc1ccccc1N1CCOCC1	2.4	0.1	-4	1	0.9	15	0.9	0.0	-16	1
Cc1[nH]n(-c2ccccc2)c(=O)c1N=Nc1ccc2c(c1)OCO2	-0.7	2.9	-3	17	1.1	7	0.9	-0.4	7	3
Cc1ccc(CSCc2nnc(SCC(=O)N3CCN(c4ccccc4)CC3)n2C)cc1	-0.1	0.5	-1	-9	1	.	1	-0.5	-14	-1
Nc1c(C(=O)Nc2ccc(S(=O)(=O)N3CCCC3)cc2)sc2nc3cc4c(cc3cc12)CCC4	0.4	2.7	28	2	0.8	-1	1	-0.2	7	-5
COc1ccccc1NCCC(=O)OCC(=O)NC1CCCCCC1	-0.3	-1.0	-4	-6	0.9	-12	1	0.0	-28	-7
O=C(COC(=O)CCSc1ccc(Cl)cc1)NCc1ccco1	-0.4	1.5	-7	-3	1	-16	1	-0.2	-8	-1
CCC(C)NC(=O)COC(=O)c1ccc(Cl)cc1O (stereo unspecified)	5.7	3.6	-2	-4	1	-7	1	-0.1	-13	1
COCCOC(=O)c1c(C)oc2ccc(OCC=C(C)C)cc12	-1.0	-1.6	-4	-4	0.9	1	1	-0.2	-9	-4
Cc1cc(NCCO)c2ccccc2n1	-0.5	0.8	5	1	0.9	.	0.9	-0.2	-8	-2
COC(=O)c1c(N)sc(C(C)=O)c1C	-0.8	2.4	-8	-2	1	-34	1	-0.2	-16	-6
Cc1ccc(-c2nn3c(C)nnc3s2)cc1NC(=O)C(C)C	-3.1	1.2	-3	-4	0.9	-22	1	-0.1	-17	3
O=C1C2C3C=CC(C3)C2C(=O)N1c1cccnc1 (stereo unspecified)	0.5	0.4	-2	-2	1	.	1	-0.2	-8	-1
CC(C)C[C@H](N)c1cn([C@@H](Cc2ccc(O)cc2)C(=O)N2CCNCC2)nn1	-0.8	0.2	-2	-6	1.1	-15	1	-0.3	-12	1
CC(NCc1ccc(OCc2ccc(Cl)cc2)cc1)C(O)c1ccccc1 (stereo unspecified)	-0.4	-0.8	100*	-4	0.9	-4	0.9	-0.1	-12	-5
Cn1c(=O)c2c(SCc3c(F)cccc3Cl)nc(CC(C)(C)C)nc2n(C)c1=O	-1.4	4.4	22	0	0.8	.	0.8	-0.1	-2	-5
CSc1ncccc1C(=O)OCC(=O)N(C)C1CCS(=O)(=O)C1 (stereo unspecified)	-0.2	1.6	0	0	1	.	1	-0.3	-7	-2
CCc1ccc(C(O)(c2ccccc2OC)C(CN2CCOCC2)c2ccccc2)cc1 (stereo unspecified)	-0.7	0.9	34	3	1.1	-5	1.1	-0.2	3	-3
CCn1c(=O)c(C(=O)CN(C)Cc2ccc(F)cc2)c(N)n(Cc2ccccc2)c1=O	6.6	1.2	3	-4	1	-1	1	-0.3	-10	-1
Cc1cccc(C(=O)NC2CCN(CC(=O)Nc3ccc4c(c3)OCO4)CC2)c1	-0.2	0.1	0	-2	0.9	-6	0.9	-0.1	-2	1
c1ccc(-c2ccccc2-c2nc(-c3ccncc3)no2)cc1	0.5	-1.8	15	-2	1	43	1	-0.5	-6	-1
Cc1nc(Cl)c2oc3ccccc3c2n1	1.4	3.1	-1	0	1	.	0.9	-0.3	6	1
O=c1nc(N2CCOCC2)ccn1-c1nc(-c2ccccc2)oc1-c1ccccc1	3.5	0.1	5	-4	1	-18	1.1	-0.3	-12	4
O=C1C2CCCN2C(c2ccc(Cl)cc2)N1c1nccs1 (stereo unspecified)	-0.1	2.2	-6	5	1.1	-12	1	0.5	-1	-1
OC1CCCN(Cc2c3ccccc3cc3ccccc23)C1 (stereo unspecified)	0.2	1.4	78*	-9	1	.	1	-0.1	-9	-3
CCn1c(SC(C)C(=O)O)nc2sc3c(c2c1=O)CCC3 (stereo unspecified)	-0.3	0.4	-6	1	1	.	1.1	-0.3	-7	1
O=C1CN(c2nc(-c3ccccc3)c3cc(Cl)ccc3n2)c2ccccc2N1	1.3	5.4	-1	2	0.9	-13	0.9	-0.4	-1	-5
COc1cc2c(C(=O)O)c(C)n(CC(C)C)c2c2ccccc12	1.7	2.9	-4	-2	0.9	.	0.9	-0.3	-4	-3
CC1CC(C)CN(c2ccc(C(=O)NCc3ccc4c(c3)OCO4)cc2[N+](=O)[O-])C1 (stereo unspecified)	2.2	5.0	6	8	0.9	18	0.9	-0.2	5	0
COC(=O)c1ccc(-c2nc3ccc(C)cc3o2)cc1	1.6	2.3	-3	-8	1	13	1.1	-0.3	-13	-3
CCOC(=O)c1cnc2cc(-c3ccc(Cl)cc3)nn2c1N	-4.8	1.1	-1	0	1	.	1	-0.2	-2	-4
CCN(CC)C(=O)N1CCN(S(=O)(=O)c2ccc(C)cc2)CC1	0.1	1.1	-4	-3	0.9	.	0.9	-0.1	-8	-4
N#CC1=C(N)N(c2ccccc2)C(c2ccco2)C1(C#N)C#N (stereo unspecified)	-3.8	2.3	2	-4	0.9	-15	0.9	-0.5	-7	-4
CC(Oc1ccc(Cl)cc1Cl)C(=O)Nc1ccc(OCC(=O)O)cc1 (stereo unspecified)	1.0	-0.1	-2	-9	0.9	0	1	0.0	-11	-3
CCc1nnc(NC(=O)OCc2ccccc2)s1	1.2	-0.4	-12	-5	0.9	-18	0.9	-0.1	-12	-6
O=C(CSc1ccc([N+](=O)[O-])cc1)Nc1cccc(S(=O)(=O)Nc2ccccc2F)c1	-1.1	9.2*	13	-8	0.4	4	0.6	0.3	-15	-2
Oc1[nH]c2ccccc2c1/C=N/c1nccs1	0.1	2.0	3	3	1	33	1	0.1	44	-1
Cn1nnnc1SCC1=C(C(=O)O)N2C(=O)[C@@H](NC(=O)[C@H](O)c3ccccc3)[C@H]2SC1	0.3	-0.3	-7	4	0.9	-1	0.9	-0.2	19	-1
C=CCNC(=O)/C(C#N)=C/c1c(N2CC(C)OC(C)C2)nc2ccccn2c1=O (stereo unspecified)	-0.2	1.2	47	-2	1	-6	1	0.0	-13	-1
C=CCSc1nc(N)c2c(C)c(C)sc2n1	-0.2	1.0	13	-1	1	18	0.9	0.2	-14	-3
O=C(c1cncc(Br)c1)N1CCN(c2ccc(N3CCOCC3)nn2)CC1	-0.8	0.7	-4	-9	1	-21	1	0.6	-11	-1
COc1ccc2nc(C)cc(SCC(=O)NNC(=O)COc3ccccc3)c2c1	-1.1	0.0	10	-3	1	.	1	0.0	-204	-6
Cn1c(CCN2CCOCC2)nc2cc(NC(=O)COc3ccc(Cl)cc3)ccc21	1.1	1.3	20	-8	1	-37	1	8.7*	-23	-3
CCOc1ccc(NC(=O)c2nn(C)cc2Br)cc1	-0.2	2.6	1	-6	1	.	1	0.2	-14	-5
COC(=O)C1=C(O)/C(=C\c2cc(C)n(-c3ccc(F)cc3)c2C)N=C1C	0.2	0.1	39	2	1.7	4	1.3	0.1	16	-1
COc1ccc(-c2cc(C#N)nc(N3CCN(C)CC3)n2)cc1	0.7	1.5	25	-1	1	-12	1	-0.3	-4	-3
Cc1nnn(-c2nonc2N)c1C(=O)N/N=C/c1ccccc1O	0.3	2.2	-9	0	1.2	-15	1.2	-0.3	-85	-5
O=C(O)CCCNS(=O)(=O)Cc1ccccc1	-0.1	1.5	35	-1	1	-4	0.9	-0.5	-4	-6
Cc1ccc(-c2n[nH]c(=S)n2C)cc1	-0.1	0.6	2	-2	1	-6	1	-0.4	36	.
CCCOc1cccc(-c2nnc(N)s2)c1	0.2	-0.6	-13	-6	0.9	.	0.9	0.2	-10	0
CC1=C(C(=O)OC(C)C)C(c2cccs2)n2ncnc2N1 (stereo unspecified)	-1.0	0.2	-1	-4	1	-22	1.1	-0.3	-10	-4
CC1CCN(C(=O)COc2ccc(Nc3ccccc3)cc2)CC1	-1.9	3.6	-8	-4	1	-9	0.8	-0.6	-10	0
O=C(CSc1c(Cl)cccc1Cl)NC1CCCc2ccccc21 (stereo unspecified)	1.1	1.0	3	0	1	-8	1	-0.6	-16	-11
Additional records follow:
SMILES	Redox H2O2 prof	RAM network inh	L major viab	TNAP inh hi DEA	PMI activator	S1P3 antagonist	PMI act satM6P	Hsp70 activator	TNAP inh noacc	Efa HMGR inh
Cc1onc(-c2c(Cl)cccc2Cl)c1C(=O)N1CCN(c2ccccc2)CC1	-0.9	1.4	96*	-10	0.9	-35	1	0.1	-12	6
CCc1nc(NCC(C)C)c(C#N)c2c1COC(C)(C)C2	0.6	3.4	-4	-1	1	.	1	-0.1	-8	0
COc1ccccc1NC(=O)c1cc(Sc2nncn2C)nc2ccccc12	1.5	3.0	6	-2	0.8	8	0.9	0.3	-3	0
CCOc1cccc(-c2cc(C(=O)N3N=C(C)CC3(O)C(F)F)c3ccccc3n2)c1 (stereo unspecified)	-0.4	-0.4	36	-2	0.8	-22	0.9	-0.1	18	-2
O=C(CSc1cccc[n+]1[O-])NC(=O)c1ccc(OC(F)F)cc1	-1.2	0.2	-15	-1	1.1	-10	1	-0.4	-9	-3
C[N+]1(CC(=O)OCCCc2ccccc2)CCOCC1	0.3	1.4	-2	-4	0.8	.	1	-0.3	-7	-9

Screening data as filed in PubChem.
